# Assay outcomes: PubChem BioAssay, National Center for Advancing Translational Sciences (NCATS)
# D1 ag: activates the human D1 dopamine receptor; activation, % at 2 µM; HEK293 T-REx D1 cells, calcium flux, agonist mode; 360,000 tested, 1% active; in the data active = activation above about 30%; note: 0% is about no effect
# Target sequence (P21728 whole entry, looked up): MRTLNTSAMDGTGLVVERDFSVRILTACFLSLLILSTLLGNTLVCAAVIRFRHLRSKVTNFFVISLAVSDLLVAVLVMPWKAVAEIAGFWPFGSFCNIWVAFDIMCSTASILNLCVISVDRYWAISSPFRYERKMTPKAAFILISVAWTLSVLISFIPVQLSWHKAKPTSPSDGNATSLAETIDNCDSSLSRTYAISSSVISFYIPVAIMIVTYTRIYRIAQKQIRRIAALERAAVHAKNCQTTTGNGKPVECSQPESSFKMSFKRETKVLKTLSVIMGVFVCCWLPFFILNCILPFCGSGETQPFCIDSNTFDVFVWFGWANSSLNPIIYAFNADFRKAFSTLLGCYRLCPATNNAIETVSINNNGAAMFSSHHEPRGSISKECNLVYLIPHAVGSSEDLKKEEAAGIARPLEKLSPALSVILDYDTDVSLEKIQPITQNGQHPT
#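 Tetracycline-induced HEK293 TREx D1 cells, force-coupled to calcium signalling, were dye-loaded with a no-wash calcium kit. Compound was pin-added after a 10 s baseline. Fluorescence was read kinetically at 1 cycle/s for 180 s, with calcium rises flagged as agonism.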
# D1 antagonist: human D1 dopamine receptor antagonism; P21728; HEK293 TREx D1 cells, calcium flux, dopamine EC80; active compounds read low; activity change, negative = inhibition, % at 10 µM; 360,000 tested, 3.2% active; in the data active = activity change below about -30%; note: % is set by controls: 0 for no effect and ±100 for the full control effect
#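 Using tetracycline-induced force-coupled D1 Hek293 cells and a calcium dye, signals were followed for 180 s after compound, then for 180 s after EC80 dopamine, to detect inhibitors.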
# Vif-A3F inh: blocks the Vif interaction with APOBEC3F; HeLa A3F-eYFP + Vif (tagged APOBEC3F with the HIV-1 protein that degrades it), YFP fluorescence increase; Potency, µM (doses to about 46.1 µM), for the others: at the top dose activity, negative = active; 390,000 tested, 0.2% active; AID 602313; note: potency is the fitted concentration of half-maximal effect; % of control where 0% means no effect; nearly all actives have a fitted effect of over 65% in size
#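 Fluorescence increase (Ex 488/Em 500-530) after overnight compound treatment at 37 deg C flags inhibition of Vif-driven A3F-eYFP loss in stable HeLa A3F-eYFP/Vif cells seeded overnight beforehand.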
# RXFP1 agonist: RXFP1 (human) receptor agonism | Q9HBX9 | HEK293T-RXFP1 cAMP TR-FRET, 30 min; response scale: percent of porcine relaxin response, buffer zero | Potency, µM (series often up to 57.5 µM), without a hit: at the top dose activation, actives largely listed as activators | 370,000 tested, 0.3% active; note: potency is the fitted concentration of half-maximal effect; % is set by controls: 0 for no effect and ±100 for the full control effect; nearly all actives have a fitted effect of over 60% in size; many of its hits are not listed in these tables
#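 HEK293T cells stably expressing RXFP1 were pretreated with the PDE4 inhibitor Ro 20174, exposed to compounds for 30 min at 37C, lysed, and cAMP was read by TR-FRET. Data normalized to buffer (basal) and 29 nM porcine relaxin (100%).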
# GRP78 ERSR act: inducers of ER stress response in human glioma cells. U87-MG GRP78 promoter luciferase reporter, 16 h. 420,000 tested, 0.02% active. Potency, µM, for the others: top-dose activation, hits mostly activators. AID 602332; note: potency is the fitted concentration of half-maximal effect; series mostly up to about 76 µM; % of control where 0% means no effect; nearly all actives have a fitted effect of over 35% in size
#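 ERSR induction read as luciferase luminescence (Bright-Glo, 10 min at room temperature) in stably transfected human U87-MG glioma cells exposed to compounds for 16 h, using GRP78 as sensor.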
# Vif-A3G inh: inhibitors of Vif-APOBEC3G interaction; Q9HC16; HeLa A3G-eYFP + Vif (tagged APOBEC3G with the HIV-1 protein that degrades it), YFP fluorescence, overnight; Potency, µM (series often up to 46.1 µM), for inactives: top-dose activity, negative = active, hits mostly inhibitors; 410,000 tested, 0.076% active; AID 602310;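 note: potency is the fitted concentration of half-maximal effect; % is set by controls: 0 for no effect and ±100 for the full control effect; nearly all actives have a fitted effect of over 60% in size; hits raise eYFP signal because A3G escapes Vif-driven loss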
#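 Read-out is eYFP fluorescence (Ex 488/Em 500-530) from Vif-expressing HeLa A3G-eYFP cells; more signal means A3G escaped Vif-mediated degradation. Cells plated overnight, compound pinned in, incubated overnight at 37 deg C.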
# D1 potentiator: human D1 dopamine receptor positive modulation; potentiation, % at 10 µM; HEK293 TREx D1 cells, calcium flux, dopamine EC20 potentiation; AID 504651; 360,000 tested, 0.036% active; P21728; in the data active = potentiation above about 30%; note: 0% is about no effect
# D2 PAM: positively modulates the human D2 dopamine receptor allosterically; P14416; HEK293 T-REx D2, calcium flux, EC20 dopamine potentiation; potentiation, % at 10 µM; 340,000 tested, 0.34% active;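 active = potentiation over 3 SD above the plate norm, cut at about 30% in these data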; note: 0% is about no effect
# Target sequence (P14416 whole entry, looked up): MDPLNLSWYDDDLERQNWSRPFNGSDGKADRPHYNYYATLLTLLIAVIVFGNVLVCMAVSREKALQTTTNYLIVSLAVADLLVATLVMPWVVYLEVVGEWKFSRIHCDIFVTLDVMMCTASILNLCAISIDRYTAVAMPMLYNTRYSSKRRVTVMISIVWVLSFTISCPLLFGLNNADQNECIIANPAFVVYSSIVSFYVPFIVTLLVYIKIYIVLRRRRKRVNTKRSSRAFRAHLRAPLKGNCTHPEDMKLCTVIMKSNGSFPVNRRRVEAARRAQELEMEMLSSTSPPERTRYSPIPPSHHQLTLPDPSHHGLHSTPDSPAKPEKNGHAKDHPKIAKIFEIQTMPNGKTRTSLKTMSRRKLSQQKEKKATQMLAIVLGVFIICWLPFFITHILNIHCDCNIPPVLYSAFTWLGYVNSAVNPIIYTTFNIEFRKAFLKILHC
#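 Cells plated with tetracycline inducer and held overnight at 30 C; calcium dye loaded 30–90 min at room temperature; baseline taken, compound added and read 180 s; EC20 dopamine then added and read 180 s.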
# RXFP1 antag: blocks the human relaxin receptor RXFP1; 350,000 tested, 0.59% active; activity change, negative = inhibition, % at 57.5 µM; Q9HBX9; HEK293-RXFP1, relaxin-stimulated cAMP HTRF, 30 min; active compounds read low; AID 1259400;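 active = activity change of -60% or lower, but not beyond a set lower limit; inconclusive = change between -60% and -40%, or beyond the set limit; inactive = change above -40%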; note: % is set by controls: 0 for no effect and ±100 for the full control effect
# * = called active by the depositor; ? = inconclusive; . = not tested or not shown; & = joins results of further samples. Unless noted, calls come from the whole dose curve; as a rule, active = well fitted curve in the direction sought with a large enough effect; inconclusive = small, poorly fitted or top-dose-only effect, or another doubt; inactive = no such curve, though single readings can be large; an effect the other way counts as inactive or inconclusive. An excerpt; the hit share may differ from the screen's.
SMILES	D1 ag	D1 antagonist	Vif-A3F inh	RXFP1 agonist	GRP78 ERSR act	Vif-A3G inh	D1 potentiator	D2 PAM	RXFP1 antag
Cc1cc(Br)ccc1NC(=O)CN1C(=O)CCC1=O	1.2	.	-11.5%	4.0%	-3.7%	-5.8%	1.1	-0.4	4.9
COCCNC(=O)CCC(=O)NNc1nc2ccccc2c2nc(C)nn12	1.3&0.8	8.4&-8.4	3.7%&-5.0%	13.4%&0.9%	-2.7%&-2.3%	-4.8%&4.7%	-8.8&-4.2	-7.4&17.3	-3.4
CCOc1ccc(CNC(=O)Cn2c(=O)c3cccn3c3cccnc32)cc1	0.5	9.6	1.3%	3.2%	-0.3%	-6.0%	0.5	-7.8	-3.6
COc1ccc(Nc2nc(Cl)nc(NCc3ccco3)n2)c(OC)c1	-0.1	-6.6	1.2%	1.6%	-12.5%	-0.2%	-1.9	4.1	-16.4
C=C(C)Cn1c(Sc2nc3ccccc3[nH]2)nc2c1c(=O)[nH]c(=O)n2C	3.8	-3.0	3.8%	1.3%	-4.8%	-0.3%	-0.4	.	-1.9
Fc1cccc(NC(=S)N2CCCC2)c1	1.4	6.7	-25.7%	-0.2%	-2.7%	-5.2%	-4.6	11.2	5.4
CC12C(=O)N(c3cccc4cccnc34)C(=O)C1C1C=CC2C1 (configuration not stated)	3.8	5.0	1.0%	-0.1%	-4.5%	0.7%	.	-2.3	-1.1
COc1ccc(-c2nc(SCC(=O)NC(C)CCc3ccccc3)n[nH]2)cc1 (configuration not stated)	5.2	-32.8*	6.6%	-0.4%	-0.7%	2.8%	-2.1	-4.9	-37.0
O=C(c1cc(C2CC2)nn1-c1ccccc1)N1CCN(Cc2ccccc2)CC1	.	.	-6.2%	.	-6.1%	0.1%	.	.	-1.5
O=C(CN1CCN(c2ccccc2F)CC1)c1c[nH]c2ccc(F)cc12	4.8	.	0.1%	-1.6%	-1.5%	-2.4%	-4.5	-15.8	12.9
COCC(=O)N1CCC(Oc2ccc(C(=O)N3CCCCCCC3)cc2)CC1	4.5	9.3	1.5%	0.4%	-2.7%	-2.1%	-1.6	7.8	0.7
CN(C)S(=O)(=O)N1CCN(c2cccc(Cl)c2)CC1	2.3	-9.4	11.1%	-0.6%	-3.9%	-1.2%	-6.2	5.4	-10.0
Nc1nc(C(F)(F)F)c(Br)c(=O)n1N	1.4	-30.2*	-2.2%	0.5%	2.9%	-1.7%	-4.5	-5.5	-12.6
CC(=O)N1CCC(C(=O)OCc2ccccc2F)(c2ccccc2)CC1	2.2	-1.8	-0.8%	2.7%	-3.2%	-0.1%	-5.3	24.3	-1.5
O=C(c1cccc(S(=O)(=O)N2CCOCC2)c1)N1CCC(Cc2ccccc2)CC1	3.2	4.8	-4.6%	-0.1%	0.5%	3.1%	2.9	3.6	0.8
COc1ccc(S(=O)(=O)N2CCC(Oc3ccc(-n4cnnn4)cc3)CC2)cc1	8.6	-5.3	-1.8%	-4.0%	-2.5%	0.4%	1.6	0.5	-20.2
CC(OC(=O)Cc1n[nH]c(=O)c2ccccc12)C(=O)Nc1ccc(Cl)cn1 (configuration not stated)	3.2	-12.3	1.0%	5.7%	-4.5%	-3.3%	4.2	6.3	0.3
CC(C)Oc1ccc(C(CC(=O)O)NC(=O)C2CCCCC2)cc1 (configuration not stated)	3.4	-9.9	-4.2%	0.5%	1.6%	1.1%	-5.8	1.2	-7.0
c1cncc(CNc2nc(-c3cccnc3)nc3ccccc23)c1	4.4	-6.4	-0.8%	8.6%	-8.8%&-0.8%	0.6%	-0.4	-3.2	1.5
Cc1cc(C)cc(NC(=O)c2c(C)oc3nc(C)nc(N4CCCC4)c23)c1	0.5	11.8	-7.1%	5.9%	-4.6%	3.5%	-4.0	4.5	-5.1
CCC(CC)C(=O)Nc1ccc(C)c(O)c1	0.2	-19.4	7.8%	-1.1%	-1.4%	1.4%	6.6	3.8	.
O=S(=O)(C=C(c1ccccc1)c1ccccc1)c1ccccc1	8.5	-1.1	8.8%	-0.6%	-4.5%	-0.2%	-6.0	2.1	-2.8
CCOC(=O)c1c(S(=O)(=O)NCC(=O)Nc2cc(C)ccc2C)c(C)n(C)c1C	1.0&0.6	-13.8&-9.2	1.4%&2.3%	-0.7%&-1.0%	-2.3%&2.5%	0.6%&0.2%	-5.2&0.2	7.5	-13.0&-6.0
COCCN1C(=O)c2ccccc2C(C(=O)NCCCN2CCCC2)C1c1c[nH]c2ccccc12 (configuration not stated)	0.3	1.4	0.0%	-0.9%	-5.0%	0.5%	-4.3	4.9	-5.0
CCN(CC(=O)Nc1ccc(NC(C)=O)cc1)C(=O)CN1C(=O)C2CCCCC2C1=O (configuration not stated)	3.5	5.5	-7.7%	0.1%	-3.0%	7.2%	.	8.5	-3.2
Clc1ccccc1-c1nnc2sc(-c3ccc4c(c3)OCO4)nn12	3.2	-3.2	-9.3%	3.6%	4.4%	?	-3.8	13.1	-16.8
O=C(Nc1cc(S(=O)(=O)N2CCCCC2)ccc1Cl)c1ccccc1NS(=O)(=O)c1ccc(F)cc1	16.8	-33.0*	-1.1%	0.0%	-8.1%	-8.5%	-3.1	-6.8	12.7
O=C(Nc1ccc(Cc2ccncc2)cc1)c1cccc([N+](=O)[O-])c1	23.4	-6.8	-4.9%	-1.8%	12.1%	0.2%	-3.5	-6.2	2.7

# Two of these compounds, reformatted.
O=C(CN1CCN(c2ccccc2F)CC1)c1c[nH]c2ccc(F)cc12
  D1 ag: 4.8
  D1 antagonist: .
  Vif-A3F inh: 0.1%
  RXFP1 agonist: -1.6%
  GRP78 ERSR act: -1.5%
  Vif-A3G inh: -2.4%
  D1 potentiator: -4.5
  D2 PAM: -15.8
  RXFP1 antag: 12.9

COCC(=O)N1CCC(Oc2ccc(C(=O)N3CCCCCCC3)cc2)CC1
  D1 ag: 4.5
  D1 antagonist: 9.3
  Vif-A3F inh: 1.5%
  RXFP1 agonist: 0.4%
  GRP78 ERSR act: -2.7%
  Vif-A3G inh: -2.1%
  D1 potentiator: -1.6
  D2 PAM: 7.8
  RXFP1 antag: 0.7

# Grouped by structure: the entries above with fluorine (five)
SMILES	D1 ag	D1 antagonist	Vif-A3F inh	RXFP1 agonist	GRP78 ERSR act	Vif-A3G inh	D1 potentiator	D2 PAM	RXFP1 antag
Fc1cccc(NC(=S)N2CCCC2)c1	1.4	6.7	-25.7%	-0.2%	-2.7%	-5.2%	-4.6	11.2	5.4
O=C(CN1CCN(c2ccccc2F)CC1)c1c[nH]c2ccc(F)cc12	4.8	.	0.1%	-1.6%	-1.5%	-2.4%	-4.5	-15.8	12.9
Nc1nc(C(F)(F)F)c(Br)c(=O)n1N	1.4	-30.2*	-2.2%	0.5%	2.9%	-1.7%	-4.5	-5.5	-12.6
CC(=O)N1CCC(C(=O)OCc2ccccc2F)(c2ccccc2)CC1	2.2	-1.8	-0.8%	2.7%	-3.2%	-0.1%	-5.3	24.3	-1.5
O=C(Nc1cc(S(=O)(=O)N2CCCCC2)ccc1Cl)c1ccccc1NS(=O)(=O)c1ccc(F)cc1	16.8	-33.0*	-1.1%	0.0%	-8.1%	-8.5%	-3.1	-6.8	12.7
